EWS-Fli block: inhibitors of EWS/Fli oncoprotein transcriptional activity. A673 NR0B1-luciferase reporter, viability-normalised. inhibition, % at 12.6 µM. 350,000 compounds, 0.67% hits. AID 651661;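 active = mean inhibition of at least 50% after viability correction, with every replicate also passing that limit; inconclusive = mean reaches 50% but only one of two replicates passes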;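 note: firefly luciferase signal divided by Alamar Blue viability fluorescence both relative to DMSO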
DENV2 CPE: inhibitors of DENV2 cytopathic effect; 350,000 compounds, 1.7% hits; CPE inhibition, % at 9.99 µM; DENV2-infected cells, cytopathic effect rescue, plate reader; AID 651640; in the data active = CPE inhibition above about 20%, passing the limit was not always enough; inconclusive = no clear call, values can overlap the other calls; tested in BHK-21 cells;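 note: 0% = median of neutral control wells and 100% = median of positive control wells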
LGR2 inh: Drosophila LGR2 receptor signaling inhibition; HEK293 LGR2, CRE-luciferase, bursicon-stimulated, 4 h; inhibition, % at 9.99 µM; 380,000 compounds, 0.35% hits;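 active = drop in luminescence signal, shown as inhibition above about 50% in the replicate tests, limit read from the data, passing the limit was not always enough; inconclusive = probably only some replicates passing the limit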;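 note: agonist challenge used bursicon conditioned medium at about half maximal strength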
CASP6 VEID inh: blocks human caspase-6 cleavage activity; P55212; purified caspase-6, Z-VEID-R110 cleavage fluorescence; inhibition, % at 12.5 µM; 350,000 compounds, 0.53% hits; AID 686996;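 active = mean inhibition across replicates at least about 35%, with every replicate also reaching that limit, limit read from the data; inconclusive = only one of the two criteria met; inactive = neither criterion met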;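 note: 0% = median of neutral control wells and 100% = no fluorescence left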
Target sequence (P55212 24-179 limits assumed): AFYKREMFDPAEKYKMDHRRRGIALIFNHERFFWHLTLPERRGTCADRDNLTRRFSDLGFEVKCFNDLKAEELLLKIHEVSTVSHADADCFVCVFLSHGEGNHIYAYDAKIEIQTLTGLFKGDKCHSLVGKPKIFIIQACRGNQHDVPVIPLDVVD
Target sequence (P55212 194-293 limits assumed): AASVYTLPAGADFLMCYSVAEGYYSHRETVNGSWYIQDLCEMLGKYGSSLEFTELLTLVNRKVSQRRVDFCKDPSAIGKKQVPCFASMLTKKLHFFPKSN
ARNT-TACC3 inh: ARNT/TACC3 interaction disruption; 390,000 compounds, 0.66% hits; AlphaScreen His-ARNT PAS-B/GST-TACC3 binding, luminescence; TACC3 fragment carries E629A point mutation; AID 623870; Q9Y6A5; inhibition, % at 9.99 µM;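 active = mean inhibition of replicates at least 50% and at least half of replicates each reaching 50%; inconclusive = half or more replicates reach 50% but mean below 50%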;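 note: 0% = complete ARNT plus TACC3 wells and 100% = ARNT alone without TACC3; many hits fall short of the cut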
SIRT5 block: sirtuin-5 (human) deacylase inhibition | Q9NXA8 | Purified SirT5, succinyl-peptide AMC, trypsin-coupled fluorescence | inhibition, % at 15 µM | 330,000 compounds, 1.1% hits | AID 652115; in the data active = inhibition above about 15%; inconclusive = no clear call, values can overlap the other calls
Target sequence (Q9NXA8 whole entry, looked up): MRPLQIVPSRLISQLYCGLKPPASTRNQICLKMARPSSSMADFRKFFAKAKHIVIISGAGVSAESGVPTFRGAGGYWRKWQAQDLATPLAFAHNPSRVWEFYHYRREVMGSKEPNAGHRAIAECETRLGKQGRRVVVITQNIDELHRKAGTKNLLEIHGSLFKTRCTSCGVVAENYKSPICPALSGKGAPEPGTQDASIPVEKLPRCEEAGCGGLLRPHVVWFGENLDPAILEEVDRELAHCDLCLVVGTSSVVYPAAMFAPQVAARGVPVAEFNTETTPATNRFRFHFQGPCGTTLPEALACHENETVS
PAX8 reporter: lowers PAX8-driven luciferase in RMG-I cells; RMG-I TPO-luciferase reporter, SteadyGlo, 24 h; inhibition, % at 12.6 µM; 360,000 compounds, 1.2% hits;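 active = mean replicate inhibition at least 60% with every replicate also reaching 60%; inconclusive = only one of the two criteria is met; inactive = mean below 60% and not all replicates reaching 60%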;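 note: luciferase light reporting Pax8 driven TPO promoter activity; plate controls were median of neutral control wells for no effect and mitoxantrone controls for full effect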
Starred values were filed as active, the others as inactive; u = inconclusive; x = not tested or not shown; & = joins results of further samples.

SMILES	EWS-Fli block	DENV2 CPE	LGR2 inh	CASP6 VEID inh	ARNT-TACC3 inh	SIRT5 block	PAX8 reporter
O=C(NCC[C@@H]1CC[C@@H](NS(=O)(=O)c2ccccc2)[C@H](CO)O1)c1ccc2c(c1)OCO2	1	2	-16	3	-4	10	-16
CC(=O)Nc1ccc(N2CC(C)(C)C2=O)cc1	-5	14	28	30	1	1	-2
CS(=O)(=O)N1[C@H](CO)[C@@H](c2ccccc2)C12CN(C(=O)C1CC1)C2	-1	-4	8	-5	x	1	6
Cc1ccc(NC(=O)Cn2nnc(C(=O)NCc3ccc4c(c3)OCO4)c2N)cc1	x	-3	0	3	-9	8	0
CCCN1CCC(=O)N([C@H](CO)CC(C)C)CC1	-4	x	18	-1	6	x	-11
CCOC(=O)c1ccc[n+](CC(=O)c2ccccc2)c1	x	x	5	x	-3	x	0
CC1(C)CCCC2(C)C(OCCO)=CC(=O)C=C12 (centres undefined)	-9	u	-19	-1	x	1	-13
CC(C)c1ccc(NC(=S)N(C)CCc2ccccn2)cc1	-13	3	-15	-1	4	4	-16
COc1ccccc1NC(=S)Nc1cccc2cnccc12	5	-10	x	8	76*	-6	2
NC(=O)C1CCCN(CC(O)COCc2ccc(Cl)cc2)C1 (centres undefined)	4	5	-3	-3	34	7	2
C[C@@H]1CN([C@H](C)CO)C(=O)c2cc(NC(=O)CCC(F)(F)F)ccc2O[C@@H](C)CCCCO[C@H]1CN(C)C(=O)C1CCCCC1	6	3	1	-1	-2	4	x
COc1ccc(NC(=O)CSc2nnc(-c3cccc(O)c3)o2)cc1	-47	2	-7	-3	x	-5	-102
COCC#Cc1ccc2c(c1)O[C@H](CN(C)S(=O)(=O)c1ccc(F)cc1)[C@H](C)CN([C@H](C)CO)S2(=O)=O	-4	5	-6	3	-10	3	x
Cc1noc(C)c1S(=O)(=O)N(C)C[C@@H]1OCCCC[C@@H](C)Oc2ccc(NC(=O)CCCN(C)C)cc2C(=O)N([C@@H](C)CO)C[C@H]1C	-1	-6	-11	3	1	-6	-11
O=C(NCc1cc(Cl)cc(Cl)c1)c1csc([C@@H]2O[C@H](CO)[C@H](O)[C@H](O)[C@H]2O)n1	-9	u	0	1	x	x	-18
CCC1C(=O)N=C(SCC(=O)Nc2ccc(C(=O)OC)cc2)NC1=O (centres undefined)	x	x	10	0	3	7	4
CNC(=O)c1[nH]nc2c1CCc1ccccc1-2	-4	0	-2	1	-6	1	-17
COc1ccc(Nc2nnc(SCC(=O)N3CC(=O)Nc4ccccc43)s2)cc1	-8	x	-22	17	-21	-1	31
COc1ccc2oc(C(=O)OCC(=O)NC(C)(C#N)C3CC3)c(C)c2c1 (centres undefined)	-3	12	-2	0	-1	-10	x
O=C(Cc1ccccc1)N1C[C@@H]2[C@H](c3ccccc31)[C@@H](CO)N2C(=O)Cc1ccccc1	3	-2	23	-3	1	4	22
CC(C)NC(=O)[C@@]1(C)c2ccccc2C(=O)N(Cc2ccccc2)[C@H]1c1ccc(CO)cc1	-6	-13	x	-3	-5	-1	-26
COCc1nnc(NC(=O)C2CC(=O)N(C3CCCC3)C2)s1 (centres undefined)	2	-4	-4	-1	-6	0	22
Cc1ccc(N/C=C2\CCCCC2=O)c(C)c1	1	6	-19	5	-5	-7	18
O=C(OCC(=O)N(CCc1ccccc1)Cc1ccccc1)c1cccc(S(=O)(=O)N2CCOCC2)c1	7	u	21	0	1	0	9
COc1ccc(CCNC(=O)c2nn(C)cc2Cl)cc1	-9	-3	-6	3	-18	0	x
COc1cc(C(C(=O)NC2CCCCC2)N(C(=O)Cc2c[nH]c3ccccc23)c2ccc(C)cc2)cc(OC)c1OC (centres undefined)	9	8	x	2	3	0	9
Cc1c(CNCCc2ccc(Cl)cc2)c(C(=O)O)c(C)n1-c1ccccc1	-6	-5	-22	2	6	0	-1
CC(=O)N(C)C[C@H]1Oc2cc(Br)ccc2S(=O)(=O)N([C@H](C)CO)C[C@@H]1C	2&0&4	-9&-10&-1	3&-1	-1&-2&5	0&-4	-5&1	2
CCN(CC)C(=O)C1=C(C)N(Cc2ccccc2)C(=O)C(CC(=O)NCCCCc2ccccc2)C1 (centres undefined)	-14	-10	-20	-1	x	x	-1
O=C(C[C@@H]1C=C[C@H](NS(=O)(=O)c2ccc(F)cc2)[C@@H](CO)O1)NCc1ccncn1	13	-10	-3	-5	-11	0	-1
COc1ccc(NC(=O)N(C)C[C@@H]2Oc3ncc(C#CC(C)C)cc3C(=O)N([C@@H](C)CO)C[C@@H]2C)cc1	15	53*	-20	-3	-2	7	x
CS(=O)(=O)N1CCC(C(=O)N2CCN(c3ccc(F)cc3)CC2)CC1	3	6	5	0	-4	0	-1
CCN(C(=O)COC(=O)CCCc1c[nH]c2ccccc12)c1c(N)n(Cc2ccccc2)c(=O)[nH]c1=O	-3	-5	-6	3	x	-19	10
O=C(NC1=NCCS1)C1CCN(S(=O)(=O)c2ccccc2C(F)(F)F)CC1	9	-5	8	0	x	-7	3
O=[N+]([O-])c1ccc(S(=O)(=O)NCC2CCCO2)cc1 (centres undefined)	3	13	0	0	-5	x	30
CCOc1ccc(C(=O)Nc2cc(=O)n(C)c(=O)n2C)cc1	-3	10	-6	1	-10	1	3
COCC(=O)N(C)C[C@@H]1Oc2ncc(-c3ccc(C)cc3)cc2C(=O)N([C@@H](C)CO)C[C@@H]1C	-12	4	10	0	-10	-5	x
Cc1ccc(C(=O)C2=C(O)C(=O)N(CC3CCCO3)C2c2ccccc2F)o1 (centres undefined)	2	5	5	0	5	-1	6
COc1cc2ncnc(NCc3ccc(Cl)cc3)c2cc1OC	6	12	4	-1	4	-4	5
CCN1CC(=O)N2[C@H](C1)[C@@H](c1ccc(Br)cc1)[C@@H]2CO	-8	10	24	-2	x	-1	x
CCCN1CC(=O)N2Cc3[nH]c4ccccc4c3C[C@H]2C1=O	5	u	-5	3	-2	-2	-3
Cc1ccc(S(=O)(=O)N2CCOCC2)cc1NC(=O)CSc1n[nH]c(N)n1	6	1	11	x	-5	-1	-6
CC(C)c1c(C(=O)N/N=C/c2ccc(OCc3ccccc3)cc2)nnn1-c1nonc1N	x	0	-29	-3	-10	-2	-75
CCOc1cccc(/C=N/NC(=O)c2ccc3c(c2)OCCO3)c1O	x	4	2	-3	41	3	11
COc1ccc(/C=C/C(=O)NC(C)CCc2ccccc2)cc1 (centres undefined)	x	x	-10	x	0	x	-26
Cc1cccc(C(=O)NNC(=O)c2c(-c3ccccc3Cl)noc2C)c1O	4	3	0	0	11	-1	1
O=C(c1cc(-c2cccs2)nc2ccccc12)N1CCN(CCO)CC1	-8	-9	2	2	2	-9	-17
Cc1noc(C)c1S(=O)(=O)N(C)C[C@@H]1Oc2ccc(NS(C)(=O)=O)cc2CC(=O)N([C@H](C)CO)C[C@H]1C	-5	-1	-3	2	-12	1	0
O=S(=O)(NCCc1ccccc1)c1ccc(Br)s1	x	2	-1	-4	-10	1	1
CCCCN1C(=O)C(=O)N(CC(=O)Nc2ccc(OC(F)(F)F)cc2)C1=O	11	-8	1	-1	-4	-5	x
COc1cc(/C=C2/C(=N)N3N=C(CC(=O)N4CCOCC4)SC3=NC2=O)ccc1OCc1ccc(F)cc1	-63	-9	-41	-3	8	7	-167
Cc1onc(C(=O)NCc2ccccn2)c1[N+](=O)[O-]	3	-1	11	2	x	-2	7
CCCCS(=O)(=O)N1CCCc2nc(-c3ccc(OC)cc3)ccc21	1	12	-3	-5	x	x	-2
Cc1cccc(NC(=O)CN(CC2CCCO2)C(=O)c2ccc(S(C)(=O)=O)cc2)c1C (centres undefined)	-4	-3	3	0	-4	-5	-11
COc1cc(/C=C2\SC(=S)N(CC(=O)Nc3ccc(O)cc3)C2=O)cc(OC)c1OC	10	2	1	-6	12	-5	-5
O=S(=O)(NCCC1=CCCCC1)c1ccc(OC(F)(F)F)cc1	1	18	-4	8	1	8	-20
CCC(C)[C@H]1COCCS(=O)(=O)N1Cc1ccccc1F (some centres undefined)	-7	x	2	-1	-2	x	-8
CCNC(=O)/C(C#N)=C/c1c(N2CCCCCC2)nc2c(C)cccn2c1=O	28	7	-5	5	15	7	18
Cc1ccc(-n2nc(C)c3c(C)c(CCC(=O)NCc4ccco4)c(C)nc32)cc1	4	9	-1	-2	-12	-2	36
CC(=O)Nc1ncnc2c1c(-c1ccc(Cl)cc1)nn2C(C)(C)C	1	u	-6	0	-31	-8	-2

In the list so far, these have a cyano group.
SMILES	EWS-Fli block	DENV2 CPE	LGR2 inh	CASP6 VEID inh	ARNT-TACC3 inh	SIRT5 block	PAX8 reporter
COc1ccc2oc(C(=O)OCC(=O)NC(C)(C#N)C3CC3)c(C)c2c1 (centres undefined)	-3	12	-2	0	-1	-10	x
CCNC(=O)/C(C#N)=C/c1c(N2CCCCCC2)nc2c(C)cccn2c1=O	28	7	-5	5	15	7	18

Further results
SMILES	EWS-Fli block	DENV2 CPE	LGR2 inh	CASP6 VEID inh	ARNT-TACC3 inh	SIRT5 block	PAX8 reporter
O=C(COc1ccccc1)Nc1cc(Cl)ccc1Cl	-21	-9	-32	-4	-9	-1	49
O=C(O)c1ccccc1C(=O)N1CCN(c2ncccn2)CC1	1	-2	6	3	x	0	-13
CC(C)(C)S(=O)N1C[C@@H]2CC(=O)C=C2[C@H]1CCO (some centres undefined)	-8	u	-19	-3	x	-5	0
O=C(Nc1ccccc1)NC1(c2cn(CC(=O)N3CCN(c4ccccc4)CC3)nn2)CCCCC1	-14	16	x	0	34	2	x
O=C(Nc1ccc(F)cc1)N1CCCCN2[C@H](C1)[C@H](c1ccc(-c3cccc(F)c3)cc1)[C@@H]2CO	-7	u	2	5	1	1	-17
C#CCOCCOCCOCCNc1nc(N2CCOCC2)nc(N2CCN(C(=O)[C@H]([C@@H](C)CC)n3cc(CCCN=C(N)N)nn3)CC2)n1	5	4	-8	-21	3	x	14
C[C@@H]1CN([C@@H](C)CO)S(=O)(=O)c2ccc(C#CC3(O)CCCC3)cc2O[C@H]1CN(C)C(=O)Nc1cccc(F)c1	14	-20	10	0	6	-6	x
C[C@@H]1CN([C@@H](C)CO)C(=O)c2cc(C3=CCCC3)cnc2O[C@H]1CN(C)Cc1ccccn1	-4	3	x	-3	8	-3	-8
COc1ccc(CC(=O)Nc2cc(S(=O)(=O)N3CCCCC3)ccc2OC(C)C)cc1OC	23	5	-26	1	x	12	17
O=S(=O)(c1ccc(NC(=S)NCc2ccc(F)cc2)cc1)N1CCOCC1	9	-4	-15	2	2	-2	12
Cc1cnn(-c2cc(N/N=C/c3ccccc3)ncn2)c1	-43	3	-33	1	-10	-1	x
CC1CC(C)CN(C(=O)COC(=O)c2cccc(S(=O)(=O)N(C)c3ccccc3)c2)C1 (centres undefined)	-9	9	1	0	0	-5	9
N#C[C@H]1N[C@H](CO)[C@H]1c1ccc(C#CC2CCCCC2)cc1	16	1	14	-3	3	3	-110
COc1cc2c(cc1OC)CN(C1CCCN(Cc3cccc(C(C)=O)c3)C1)CC2 (centres undefined)	6	2	-10	-2	1	-4	6
CC(C)CCNC(=O)c1cc(-c2cccs2)nc2ccccc12	1	0	-12	-3	-2	-3	8
CC(=O)Nc1ccc(SCC(=O)NC(=O)c2ccc(Cl)cc2)cc1	-7	9	-14	-4	x	x	28
CN(C(=O)c1cccc(NC(=O)Cc2ccc(NC(=O)C3CCN(C(=O)c4ccccc4)CC3)cc2)c1)C1CCCC1	1	u	-8	3	-1	0	1
CCCCSc1nc2c([nH]1)c(=O)n(C)c(=S)n2C	-4	-4	22	-2	-4	1	-32
FC(F)(F)c1cccc(NC(=S)NCc2ccccn2)c1	x	x	8	x	-5	x	12
O=C(c1cc(-c2ccncc2)nc2ccccc12)N1CCN(Cc2ccccc2)CC1	-1	8	4	19	1	4	15
Cc1ccc(C2=NS(=O)(=O)N(C)C(C(=O)NC3CCCCC3)=C2)cc1	9	12	23	-1	7	-5	-1
COc1ccccc1NC(=O)N1C[C@@H](C)[C@H](OC)CN(C)C(=O)c2cc(NC(=O)c3cc(C)on3)ccc2OC[C@H]1C	6	2	-13	x	27	x	x

Source: PubChem (Broad Institute)
